High-throughput results deposited in PubChem by several laboratories.
DAGLB inh – diacylglycerol lipase beta (human) inhibition; Q8NCG7; AID 504411; inhibition, % at 5.17 µM; 0.059% of 340,000 active; HEK293T DAGLB membrane lysate, EnzChek fluorogenic substrate; in the data active = inhibition above about 34%;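 also: 0% = enzyme with vehicle and 100% = wells lacking enzyme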
Target sequence (Q8NCG7 whole entry, looked up): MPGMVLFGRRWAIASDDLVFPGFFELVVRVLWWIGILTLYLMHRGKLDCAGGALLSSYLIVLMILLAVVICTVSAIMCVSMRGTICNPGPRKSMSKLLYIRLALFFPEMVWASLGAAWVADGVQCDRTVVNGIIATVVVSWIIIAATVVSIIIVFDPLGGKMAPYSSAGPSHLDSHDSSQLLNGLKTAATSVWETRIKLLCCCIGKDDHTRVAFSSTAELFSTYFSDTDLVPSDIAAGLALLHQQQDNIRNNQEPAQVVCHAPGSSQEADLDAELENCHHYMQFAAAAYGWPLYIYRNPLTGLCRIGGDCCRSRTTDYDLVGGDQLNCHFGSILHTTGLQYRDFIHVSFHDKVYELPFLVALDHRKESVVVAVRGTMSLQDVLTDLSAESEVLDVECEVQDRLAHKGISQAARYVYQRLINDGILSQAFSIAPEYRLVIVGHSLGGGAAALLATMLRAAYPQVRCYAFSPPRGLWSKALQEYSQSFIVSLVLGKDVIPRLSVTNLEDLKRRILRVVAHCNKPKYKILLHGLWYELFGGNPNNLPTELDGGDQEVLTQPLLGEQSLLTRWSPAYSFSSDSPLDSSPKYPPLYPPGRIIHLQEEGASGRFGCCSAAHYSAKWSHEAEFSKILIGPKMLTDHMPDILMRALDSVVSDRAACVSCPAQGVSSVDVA
SR-BI HDL uptake – inhibitors of mouse SR-BI mediated HDL lipid uptake. inhibition, % at 12.5 µM. 0.96% of 320,000 active. Q61009. ldlA[mSR-BI] CHO cells, DiI-HDL uptake fluorescence, 3 h;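 active = mean replicate inhibition of at least 70% and a set share of replicates each scoring 70 or more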;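 also: 0% = median of neutral control wells and 100% = median of positive control wells; values of inactives mirror those of a sister screen read the other way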
Keap1-Nrf2 PPI – disrupts human Keap1 binding to Nrf2 peptide. Q14145. Keap1 Kelch-Nrf2 peptide fluorescence polarization, 1536-well. inhibition, % at 9.4 µM. 0.15% of 340,000 active. AID 504523; in the data active = inhibition above about 12%;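 also: human Keap1 Kelch domain with fluorescein labeled Nrf2 9mer peptide probe; 0% = neutral control wells and 100% = peptide positive control; higher means more block of Keap1 binding to Nrf2 peptide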
C-LANA FP – blocks KSHV LANA C-terminal domain binding to DNA; MBP-C-LANA/FAM-LBS DNA binding, fluorescence polarization; inhibition, % at 9 µM; 0.078% of 340,000 active;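 active = highest replicate inhibition at or above 60% at 9 µM, even if other replicates fall short; inactive = all replicates below 60% inhibition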;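 also: 0% = neutral control wells and 100% = 4 µM acridine orange control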
RTF Ca sens inh – cardiac RTF calcium desensitization. P19429+P45379. IANBD-labeled cardiac RTF, Ca2+ fluorescence. inhibition, % at 7.15 µM. 0.12% of 340,000 active. AID 493244;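 active = inhibition above the mean inhibition of all tested compounds plus 3 SD, cut at about 17% in these data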;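 also: assay run at fixed EC70 calcium of 1.6 mM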
SR-BI DiI-HDL act – SR-BI HDL lipid transfer activation; 0.096% of 320,000 active; AID 504775; activation, % at 12.5 µM; CHO ldlA[mSR-BI] cells, DiI-HDL uptake fluorescence, 3 h; 100 = double the neutral-control signal;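 active = mean replicate activation of at least 60% and every replicate at or above 60%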;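 also: 0% = median plate neutral-control signal and 100% = twice that signal; values of inactives mirror those of a sister screen read the other way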
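System: LDL receptor-deficient CHO ldlA cells overexpressing murine SR-BI | Timing: 3 h uptake period with compound, 37 °C | Medium: HEPES-buffered (25 mM, pH 7.4) F12 plus 0.5% BSA | Dosing: Single-point compound dose | Signal: Bottom-read fluorescence, 550/595 nm | Read-out: Retained DiI signal reflecting DiI-HDL uptake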
Arrestin-AP2 inh – inhibitors of human beta-arrestin and AP2 interaction; FITC-arrestin peptide / GST-AP2 beads, flow cytometry; AP2 beta2 appendage carries R879A mutation; inhibition, % at 10 µM; 0.31% of 340,000 active; AID 504490;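 active = inhibition above a set limit, near 3 SD of compounds lacking own fluorescence, cut at about 54% in these data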;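 also: plate controls were DMSO wells for no effect and 5 µM unlabelled arrestin peptide for full effect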
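System: GST-AP2 R879A glutathione beads. Medium: PBS with 0.05% Tween 20 and 0.1% BSA. Also added: FITC-arrestin peptide, 50 nM. Incubation: 12 min plus 1 h, RT. Measured by: high-throughput flow cytometry of beads, ex 488, em 535 nm. Evaluation: percent drop in bead-associated FITC signal.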
NSD2 HMT inh – NSD2 (human) methyltransferase inhibition; NSD2 peptide methylation, AlphaScreen, 120 min; inhibition, % at 12.5 µM; 0.54% of 310,000 active; in the data active = inhibition above about 50%
PvdQ inh – P. aeruginosa PvdQ acylase inhibition | purified PvdQ acylase, fluorescence plate reader | inhibition, % at 10 µM | 0.063% of 340,000 active; in the data active = inhibition above about 30%, passing the limit was not always enough;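 also: 0% = vehicle neutral wells and 100% = reference inhibitor wells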
PKA-R2B activ – activates the human PKA-R2B holoenzyme complex; P22694+P31323; PKA-R2B holoenzyme dissociation, Cy5-IP20 fluorescence polarization; R2B truncated from residue 108, S112A mutant; 0% DMSO only, 100% 113 µM cGMP; activation, % at 11.4 µM; 0.079% of 340,000 active;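 active = activation above a cutoff set at the mean over all compounds plus 3 SD, cut at about 18% in these data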;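 also: higher means more holoenzyme dissociation and a rise in polarization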
The depositor's hits bear a star; . = no result given.

SMILES	DAGLB inh	SR-BI HDL uptake	Keap1-Nrf2 PPI	C-LANA FP	RTF Ca sens inh	SR-BI DiI-HDL act	Arrestin-AP2 inh	NSD2 HMT inh	PvdQ inh	PKA-R2B activ
COc1ccc(-c2cc(=O)c3cc(F)ccc3[nH]2)cc1	-1	1	5	3.7	-9	-1	11	.	-5	-10
Cc1ccc(NC(=O)[C@H](NC(=O)[C@@H]2Cc3ccccc3CN2)c2ccccc2)cc1C	0	6	-2	0.4	0	-6	-5	15	10	-2
CC(C)(C)C1CCC(=NNc2nc3ccccc3[nH]2)CC1 (stereo not drawn)	-1	3	-7	-0.7	-3	-3	22	6	-10	0
CCOc1ccc(CCNC(=O)C2=C(C)C(=O)OC23CCCCC3)cc1OCC	-1	14	-2	0.4	-2	-14	1	-1	-4	-4
CC(C)CSc1nc2c(c(=O)[nH]c(=O)n2C)n1CCc1ccccc1	-1	63	3	-0.8	2	-63	-12	-2	4	-5
CCC(C)[C@H](NC(=O)C1CC(=O)N(c2ccc(OC)cc2)C1)C(=O)NC1CCCC1 (stereo partly drawn)	0	1	-9	-0.3	1	-1	-1	.	-11	4
O=C(Nc1cnn(Cc2ccc(Cl)c(Cl)c2)c1)C12CC3CC(CC(C3)C1)C2	0	-1	2	-0.4	-1	1	17	-9	-7	1
Cc1ccc(N=CC2=C(O)CC(c3ccc(Cl)cc3)CC2=O)cc1 (stereo not drawn)	1	-8	1	-0.5	-6	8	-6	-5	-8	-7
CN(C)Cc1nc2c(c(=O)[nH]1)C(C)(C)Cc1ccccc1-2	-3	25	0	0.3	3	-25	-3	-1	-10	-12
c1ccc(-c2ccccc2-n2cnnn2)cc1	-3	-4	-3	0.0	-3	4	0	1	-10	2
CN(C)c1cccc(C(=O)NCCCn2ccc3ccccc32)c1	-2	13	-7	-0.4	3	-13	1	-5	-14	-1
COC(=O)c1c(NC(=O)CN2CCCC(C)C2)c2c(C)cccc2n1C (stereo not drawn)	-5	-12	3	0.2	1	12	30	4	3	-7
C[C@@H]1C=C[C@](Cc2ccccc2)(C(=O)NCCc2c[nH]c3ccccc23)N1C(=O)c1ccccc1	1	-17	1	0.9	-3	17	0	.	-5	-16
CCN(CC)S(=O)(=O)c1cccc(C(=O)NC2CCCCC2)c1	-2	-2	-4	-1.6	-2	2	5	0	-11	-6
CC1CCN(c2ccc(C=O)o2)CC1	0	-2	0	-0.8	-7	2	-16	5	-12	-1
COc1cc(/C=C/C(=O)Nc2ccc(OC)c(S(=O)(=O)N3CCOCC3)c2)ccc1OC(F)F	1	48	0	0.4	4	-48	6	-3	1	-5
O=C1c2oc3ccccc3c(=O)c2C(c2ccc(O)cc2)N1c1nccs1 (stereo not drawn)	0	3	-7	0.4	-5	-3	2	2	-4	3
NC(=O)c1ccccc1NC(=O)CCCc1ccccc1	-3	-45	0	0.3	0	45	10	-2	-20	-4
CCOC(=O)[C@@H]1[C@H]2COc3cc(OC)ccc3[C@@H]2N2C(=O)N(c3ccc(C(F)(F)F)cc3)C(=O)[C@@]12C	-5	-6	-1	0.9	-6	6	-11	.	6	-7
CCOC(=O)CCNC(=O)N1CCC(CCOc2ccccc2)(C(=O)OCC)CC1	0	-18	-5	-1.3	-3	18	4	-3	-10	-6
COc1ccccc1N(C)S(=O)(=O)c1ccc(C(=O)Nc2nc(C)c(C(C)=O)s2)cc1	1	12	2	-1.0	-4	-12	50	-3	3	-4
COc1ccc(C(=O)N/C(=C\c2ccco2)C(=O)NC2CCS(=O)(=O)C2)cc1 (stereo not drawn)	0	7	1	1.0	-5	-7	-1	-1	14	-3
CCOc1ccc(NC(=O)CN(C)C(=O)Cn2cnc3c2c(=O)n(C)c(=O)n3C)cc1OCC	0	-3	4	-5.3	-16	3	-3	0	-1	5
CCC(=O)Nc1nonc1-c1nc2ccccc2n1CC(C)C	-5	36	-3	-0.7	-4	-36	2	-1	-17	-5
O=C(Nc1ccccc1F)NC1CC1	-1	-3	-4	0.4	-4	3	4	-4	-13	-2
CCN(CC)c1ccc(/C=c2/sc3nnc(-c4ccccc4C)n3c2=O)cc1	-7	5	-3	-0.6	-19	-5	-3	.	-4	6
Cc1ccc(S(=O)(=O)N2CCCCC2CCNC(=O)C(=O)Nc2ccccc2F)cc1 (stereo not drawn)	-10	5	-2	-1.4	-10	-5	5	95*	-8	9
Cc1cccc(Oc2ccccc2N)c1	-4	-9	-4	-1.8	-9	9	-1	-1	6	-12
CCN(CC)c1ccc(/C=N/NC(=O)c2cccc(S(=O)(=O)Nc3ccccc3OC)c2)cc1	3	49	-9	-0.2	-10	-49	3	0	-8	-6
Cc1cc(C)c(S(=O)(=O)c2ccccc2C)c(Oc2ccccc2)n1	-3	-27	-6	-1.4	0	27	-6	-1	-12	0
O=C(OCC(=O)N1CCN(c2ccccc2)CC1)c1ccccc1[N+](=O)[O-]	1	-4	1	-0.3	7	4	7	2	0	6
O=S(=O)(c1cccc(Br)c1)N1CCN(c2ccnc3cc(Cl)ccc23)CC1	-1	-11	3	-1.9	2	11	-9	0	-18	-13
COc1cc2c(cc1OC)N1C(=O)CC(OCC(=O)O)C3C4CC5(CCN5C(=O)C4=O)C2C31 (stereo not drawn)	.	11	1	1.6	.	-11	27	12	-16	.
O=C(CNC(=O)c1cccc(F)c1)N/N=C/C=C/c1ccccc1	1	-19	-6	-1.3	0	19	15	3	-19	-9
CCOC(=O)c1c(C)c(C)n(Cc2cccc(OC)c2OC)c1C	-4	-1	-6	1.2	10	1	0	-1	-7	-8
CS(=O)(=O)c1ccc(-c2sc3ccccc3c2C(=O)NCCCN2CCOCC2)cc1	-2	-1	1	0.8	-5	1	0	.	9	6
O=c1c2ccccc2oc2nc(C3CCCCC3)n(Cc3ccco3)c(=O)c12	2	2	1	-1.0	-15	-2	8	.	-3	-8
COCCNC(=S)N/N=C/c1ccc2c(c1)OCCO2	-3	.	-1	-1.3	-6	.	-1	-2	-5	-2
CCn1c(C2CC(=O)N(Cc3ccccc3)C2)nc2ccccc21 (stereo not drawn)	-1	-7	-2	0.7	-7	7	-5	.	-10	2
CN(CCNC(=O)C1(O)c2ccccc2NC(=O)N1c1ccccc1)Cc1ccccc1 (stereo not drawn)	2	3	-5	1.2	4	-3	-4	-7	-16	2
O=C1CCCN1c1ccc(S(=O)(=O)NCc2ccc(F)cc2)cc1	3	-16	1	0.9	-5	16	27	-2	-8	1
N=c1oc2ccc(Cl)cc2cc1C(=O)Nc1ccc(F)cc1	2	29	-9	0.1	-6	-29	-6	-1	-16	11
N#CC(=C1C=CC(=NO)C(Cl)=C1)c1ccc(Cl)cc1	0	-2	-3	2.0	0	2	-12	-1	-37	-3
CCNC(=O)CC1C(=O)N(CC)C(=S)N1NC(=O)c1cccnc1 (stereo not drawn)	-3	-10	-3	1.0	-4	10	9	-1	-8	-3
CCOC(=O)c1c(N)sc(C(O)(C(F)(F)F)C(F)(F)F)c1-c1ccccc1	-5	-17	3	1.6	1	17	17	1	6	-12
Cc1noc(C)c1COC(=O)CCCc1c[nH]c2ccccc12	0	18	-5	3.2	-10	-18	2	.	-9	1
COc1ccc(-c2csc(C(C#N)=C(O)CSc3nccn3C)n2)cc1OC	2	-28	1	4.5	-17	28	9	3	12	-7
CCOC(=O)C1=C(C)NC(C)=C(C(=O)OCC)C1c1cccs1	0	-8	-5	-0.9	4	8	0	-1	-2	1
O=C(NCc1n[nH]c(=S)n1-c1ccc(Br)cc1)c1ccc(S(=O)(=O)N2CCCCC2)cc1	0	1	1	0.7	0	-1	14	-3	2	8
Cc1c(C(=O)Nc2ccccc2)sc2nc[nH]c(=O)c12	4	-31	3	5.4	-9	31	12	3	14	-5
CSCCC(NC(=O)/C(=C\c1ccco1)NC(=O)c1ccco1)C(=O)O (stereo not drawn)	0	-27	3	1.1	-1	27	-12	0	2	3
Cc1cc2c(cc1S(=O)(=O)C(C)CC(=O)NCc1ccco1)OCC(=O)N2 (stereo not drawn)	1	-10	-6	-1.0	-12	10	32	.	-5	15
NC(=O)c1nsc(C(=O)N(CC(=O)NCc2ccco2)c2ccccc2F)c1N	4	34	5	-1.3	1	-34	22	1	10	-10
